Screens (PubChem)
TSG101-PTAP inh: blocks PTAP/TSG101 interaction to inhibit HIV-1 budding. Q99816. Fluorescence polarization, FITC-PTAP peptide / Tsg101 binding. Potency, µM (series often up to 115 µM), inactives show at the top dose activity change, negative = inhibition, hits mostly inhibitors. 340,000 tested, under 10 active. AID 493005; active = well fitted inhibition curve with a large enough effect in the main read-out, with a control signal flat, not every such curve was filed as active; inconclusive = small, poorly fitted or top-dose-only effect, or effect the other way, or a change in a side signal; inactive = no such curve, though single readings can be large or run the other way; also: potency is read from the fitted curve at half-maximal effect; % of control where 0% means no effect
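Fluorescence polarization binding of Tsg101 binding domain (10 uM final) to FITC-labeled PTAP peptide (50 nM final) in HEPES pH 7.5 buffer with NaCl, Tween 20, EDTA, TCEP. Compounds added before peptide; binding 20 min at RT.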
A-T KAP1 phos: candidate therapy for ataxia-telangiectasia; actives 0.19% (n = 320,000); Potency, µM (titrated, usually from 57.5 µM), inactives show at the top dose activation, actives largely listed as activators; […] A-T fibroblasts, KAP-1 phosphorylation AlphaLISA; neocarzinostatin DNA damage 30 min before lysis; also: potency is read from the fitted curve at half-maximal effect; % of control where 0% means no effect; nearly all actives have a fitted effect of over 45% in size
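ATM-like activity read as KAP-1 phosphorylation via AlphaLISA donor/acceptor antibody pairs after lysis and 6 hr at 25C. Cells were ATM-null patient fibroblasts ([…], hTERT), dosed 60 min, then exposed to the DSB inducer NCS for 30 min.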
p53 reactivation: re-activators of mutant p53; H1299 p53-A138V BP100-luciferase reporter, luminescence, 24 h; Potency, µM (series often up to 92.2 µM), for inactives: top-dose activity change, positive = activation, usual class: activators; actives 0.063% (n = 320,000); also: potency is read from the fitted curve at half-maximal effect; % of control where 0% means no effect; nearly all actives have a fitted effect of over 45% in size
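p53-null H1299 cells stably carrying temperature-sensitive p53-A138V and a BP100-luciferase reporter were pinned with compounds (4-point, 1:5 series) and held 24 hrs at 37 deg C. Luminescence was read 10 min after detection reagent.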
MLL CXXC-DNA inh: MLL CXXC-DNA interaction inhibition; Q03164; MLL-CXXC / FITC-HOXA9 DNA fluorescence polarization; Potency, µM (series often up to 115 µM), for the others: at the top dose activity change, negative = inhibition, most hits filed as inhibitors; actives 0.037% (n = 290,000); AID 2662; active = well fitted inhibition curve with a large enough effect in the polarisation, with a control signal flat, not every such curve was filed as active; inconclusive = small, poorly fitted or top-dose-only effect, or effect the other way, or a change in a side signal; inactive = no such curve, though single readings can be large or run the other way; the % refers to the polarisation; also: potency is read from the fitted curve at half-maximal effect
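Fluorescence polarization: 7 uM MLL-CXXC (stock) preincubated 5 min with compounds, then 50 nM fluorescein-HOX-A9 DNA (stock) added; 30 min ambient. Buffer 50 mM Tris-HCl pH 7.5, 50 mM NaCl, 1 mM DTT, 0.05% BSA.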
BRCA1 expr act: activators of BRCA1 expression | actives 1.1% (n = 380,000) | Potency, µM (highest dose often 46.1 µM), for the others: top-dose activation, hits mostly activators | MCF7-BRCA1-FFLuc reporter, luminescence, 48 h; response scale: scaled: vehicle 0%, 10 µM genistein 100% | AID 624202; also: potency is read from the fitted curve at half-maximal effect; nearly all actives have a fitted effect of over 80% in size; some results filed as inactive show a strong effect at the top dose
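48 h compound treatment of MCF7-BRCA1-FFLuc cells (phenol-red free MEM, 37 °C), then 15 min with luciferase substrate and luminescence imaging.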
a7 integrin act: activates integrin-mediated alleviation for muscular dystrophy | alpha7betagal myoblasts, beta-gal FDG fluorescence, 48 h | Potency, µM (series often up to 38.3 µM), for the others: at the top dose activation, usual class: activators | actives 0.064% (n = 350,000);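 also: potency is read from the fitted curve at half-maximal effect; 100% = response of the positive control SU9516; nearly all actives have a fitted effect of over 60% in size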
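Alpha7betagal+/- myoblasts (passage 13) were plated 16-24 hr, then exposed to compounds (1:260 dilution of DMSO stock) for 48 hours at 37C. After MPER lysis, β-galactosidase reporter activity was read as FDG fluorescence (ex 480/em 540) after 30 minutes.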
ELG1 repair inh: blocks ELG1-dependent DNA repair in HEK293T cells; HEK293T ELG1-luciferase reporter, luminescence, 16 h; DNA damage induced by 5-fluorouridine; Potency, µM (titrated, usually from 46.1 µM), inactives show top-dose activity change, negative = inhibition, hits mostly inhibitors; actives 2.3% (n = 330,000); AID 504467; also: potency is read from the fitted curve at half-maximal effect; % is scaled to controls: 0 for no effect and ±100 for the full control effect; nearly all actives have a fitted effect of over 55% in size
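Step one: seed 2,000 cells per well. Step two: pin-transfer compound or DMSO alongside 5-fluorouridine. Step three: incubate 16 hr, 37 °C, 5% CO2. Step four: add ONE-Glo, wait 30 min, read luminescence.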
TCR act: activators of T cell receptors. primary human leukocytes, anti-CD3, IL-2 HTRF, 48 h. Potency, µM (series often up to 9.22 µM), for inactives: at the top dose activation of IL-2 secretion, actives largely listed as activators. 330,000 tested, under 10 active; also: % of control where 0% means no effect
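Primary human leukocytes incubated 48 hr with anti-CD3 beads plus compound, without co-stimulation. Secreted IL-2 measured by HTRF (europium cryptate/d2 anti-IL-2 pair, 320 nm excitation, 665 nm emission).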
TRPV1 agonist: agonists of human vanilloid receptor 1 (TRPV1); actives 0.19% (n = 320,000); Q8NER1; activation, % at 8.33 µM; TRPV1-expressing cells, Fluo-8 calcium influx, agonist mode; in the data active = activation above about 80%; inconclusive = between about 30% and that limit; also: 0% is about no effect
Target sequence (Q8NER1 whole entry, looked up): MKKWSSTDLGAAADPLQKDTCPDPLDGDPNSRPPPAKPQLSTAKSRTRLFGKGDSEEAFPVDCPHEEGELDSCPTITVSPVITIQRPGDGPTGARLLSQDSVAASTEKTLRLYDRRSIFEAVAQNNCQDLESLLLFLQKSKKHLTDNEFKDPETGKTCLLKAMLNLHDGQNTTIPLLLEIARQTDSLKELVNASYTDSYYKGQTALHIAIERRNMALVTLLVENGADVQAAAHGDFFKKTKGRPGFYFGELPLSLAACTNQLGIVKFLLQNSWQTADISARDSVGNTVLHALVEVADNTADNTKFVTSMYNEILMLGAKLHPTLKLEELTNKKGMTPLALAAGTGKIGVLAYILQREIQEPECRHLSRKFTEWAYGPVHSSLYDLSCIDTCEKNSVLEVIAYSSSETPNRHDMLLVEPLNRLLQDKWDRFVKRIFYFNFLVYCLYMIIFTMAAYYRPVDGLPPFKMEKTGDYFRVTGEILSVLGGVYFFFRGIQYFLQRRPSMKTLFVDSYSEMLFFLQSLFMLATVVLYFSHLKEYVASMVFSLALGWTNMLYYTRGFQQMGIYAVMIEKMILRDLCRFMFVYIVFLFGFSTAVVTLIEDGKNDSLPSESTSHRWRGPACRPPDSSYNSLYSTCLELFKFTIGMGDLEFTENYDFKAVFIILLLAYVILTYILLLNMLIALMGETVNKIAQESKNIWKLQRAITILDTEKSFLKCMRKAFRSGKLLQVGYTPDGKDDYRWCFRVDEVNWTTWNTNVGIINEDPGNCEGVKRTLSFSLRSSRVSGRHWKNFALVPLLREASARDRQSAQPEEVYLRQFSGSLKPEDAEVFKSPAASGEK
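TRPV1-expressing cells were cultured overnight at 35.5C and loaded with Fluo-8 calcium dye for 40 to 90 min at room temperature. After a 10 s baseline, compound was added and calcium influx was read kinetically for 3 min (ex 480/em 520 nm).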
B2AR arrestin: agonists driving beta-arrestin recruitment to human beta2-adrenergic receptor; beta-arrestin recruitment to beta2AR, cell-based reporter; actives 0.02% (n = 330,000); Potency, µM (titrated, usually from 46.1 µM), for inactives: top-dose activation, most hits filed as activators;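 also: potency is read from the fitted curve at half-maximal effect; 0% = DMSO controls and full agonism = EC100 isoproterenol or metaproterenol; nearly all actives have a fitted effect of over 65% in size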
Active calls of the source: *; ? = inconclusive; nt = not tested or not shown; [ ] = remark or other dose. Unless noted, calls follow the shape of the dose curve; as a rule, active = well fitted curve in the direction sought with a large enough effect; inconclusive = small, poorly fitted or top-dose-only effect, or another doubt; inactive = no such curve, though single readings can be large; an effect the other way counts as inactive or inconclusive.

SMILES	TSG101-PTAP inh	A-T KAP1 phos	p53 reactivation	MLL CXXC-DNA inh	BRCA1 expr act	a7 integrin act	ELG1 repair inh	TCR act	TRPV1 agonist	B2AR arrestin
CCCCn1c(N)c(N(CCOC)C(=O)c2cc(-c3ccccc3Cl)nc3ccccc23)c(=O)[nH]c1=O	-1%	-6%	-8%	nt	1%	3%	5%	-3%	-4	-0.9%
CCOc1ccc(C(=O)Nc2nnc(C3=COCCO3)o2)cc1	-1%	24%	-39%[inhibitor]	-3%	-8%	18%	0%	nt	0	4.4%
O=C(CNC(=O)c1ccco1)N/N=C/c1ccc(C(=O)O)cc1	-3%	18%	-1%	13%	0%	-4%	-2%	-3%	-5	-0.6%
Cc1ccc(C(=O)NCC(=O)NCCCc2ccccc2)s1	-1%	6%	-7%	-4%	2%	3%	18%	-8%	-1	-0.4%
Cc1ccc(CNC(=O)CCC(=O)N2CC(C)Sc3ccccc32)cc1 (stereo not given)	0%	4%	6%	nt	8%	4%	11%	-7%	3	0.0%
COC(C(=O)Nc1ccc(S(=O)(=O)Nc2ccc(C)c(C)c2)cc1)c1ccccc1 (stereo not given)	-4%	-2%	-4%	1%	-47%	20%	-5%	1%[46.1 µM]	-1	-0.6%
Cc1ccc(S(=O)(=O)CCC(=O)OCn2nnc3ccccc3c2=O)cc1	-1%	-7%	12%	29%	1%	0%	-1%	-3%	3	0.4%
CCOC(=O)CSc1nnc(NC(=O)c2cc([N+](=O)[O-])cc([N+](=O)[O-])c2)s1	-3%	-3%	7%	12%	8%	1%	-5%	1%[46.1 µM]	-3	-0.7%
Cc1ccc(C(=O)OCN2C(=O)c3ccccc3C2=O)cc1S(=O)(=O)N1CCOCC1	1%	0%	6%	nt	2%	9%	?	1%	6	0.3%
CCOC(=O)C1(Cc2ccccc2)CCCN(C(=O)c2ccc(-n3ccnc3)cc2)C1 (stereo not given)	nt	-5%	4%	?	-1%	-14%	19%	-2%	11	-0.1%
Cc1cc(C)c(C)c(S(=O)(=O)N2CCC(C(=O)NCc3ccco3)CC2)c1C	-5%	-12%	-5%	nt	-1%	-12%	-4%	0%	-3	0.1%
O=C(O)CCC(=O)OCCN(Cc1ccc(Oc2ccc([N+](=O)[O-])cc2)cc1)C(=O)C(Cl)Cl	-4%	nt	nt	nt	-27%	16%	nt	13%	nt	nt

Whole records, looked up by structure. Order of values: TSG101-PTAP inh	A-T KAP1 phos	p53 reactivation	MLL CXXC-DNA inh	BRCA1 expr act	a7 integrin act	ELG1 repair inh	TCR act	TRPV1 agonist	B2AR arrestin
Results for Cc1ccc(C(=O)NCC(=O)NCCCc2ccccc2)s1 = -1%	6%	-7%	-4%	2%	3%	18%	-8%	-1	-0.4%
Results for O=C(O)CCC(=O)OCCN(Cc1ccc(Oc2ccc([N+](=O)[O-])cc2)cc1)C(=O)C(Cl)Cl = -4%	nt	nt	nt	-27%	16%	nt	13%	nt	nt
Results for Cc1cc(C)c(C)c(S(=O)(=O)N2CCC(C(=O)NCc3ccco3)CC2)c1C = -5%	-12%	-5%	nt	-1%	-12%	-4%	0%	-3	0.1%
Results for CCCCn1c(N)c(N(CCOC)C(=O)c2cc(-c3ccccc3Cl)nc3ccccc23)c(=O)[nH]c1=O = -1%	-6%	-8%	nt	1%	3%	5%	-3%	-4	-0.9%
Results for O=C(CNC(=O)c1ccco1)N/N=C/c1ccc(C(=O)O)cc1 = -3%	18%	-1%	13%	0%	-4%	-2%	-3%	-5	-0.6%

New compounds follow:
SMILES	TSG101-PTAP inh	A-T KAP1 phos	p53 reactivation	MLL CXXC-DNA inh	BRCA1 expr act	a7 integrin act	ELG1 repair inh	TCR act	TRPV1 agonist	B2AR arrestin
CC1(C)CC(=O)C(C(C2=C(O)CC(C)(C)CC2=O)c2ccc(Cl)c([N+](=O)[O-])c2)C(=O)C1 (stereo not given)	-5%	1%	11%	7%	-9%	-19%	-5%	2%	2	-0.2%
Cc1cccc(N2CCN(C(=S)Nc3ccc4nc(N5CCOCC5)cc(C)c4c3)CC2C)c1 (stereo not given)	-9%	-4%	1%	1%	6%	?	24%	-3%	-18	0.0%
COc1ccc(CCCc2nnc(SCC(=O)Nc3cccc(C)c3)o2)cc1	-12%	nt	-2%	-3%	-3%	6%	?	-15%	10	-0.4%
CCOc1cc(S(=O)(=O)N2CCCC2)c(C)cc1C	-2%	0%	1%	4%	-10%	4%	-21%	-5%	27	0.0%
Cc1cc(C)c(C(=O)N2CCCC(C(=O)c3cc(F)ccc3F)C2)o1 (stereo not given)	2%	-1%	-5%	6%	-7%	1%	-16%	-2%	?	-0.6%
O=C(NCc1ccccc1)C(Cc1ccccc1)NS(=O)(=O)c1cccc2nsnc12 (stereo not given)	-4%	-8%	-9%	0%	4%	0%	-2%	0%	4	-0.6%
CN1CCN(C(=S)NC(CC(=O)c2ccccc2)c2ccccc2)CC1 (stereo not given)	-8%	2%	-3%	-3%	0%	12%	8%	1%	nt	-0.4%
O=C1CCCCCN1CP(=O)(O)CN1CCOCC1	nt	-9%	16%	-2%	nt	nt	2%	nt	1	-0.5%
COc1ccc2c(c1)c(=O)oc1cc(OCC(=O)N3CCc4ccccc4C3)ccc12	0%	3%	-2%	1%	-4%	-23%	-18%	10%	-3	0.1%
O=C(O)c1ccccc1/C=N/Nc1ccc(S(=O)(=O)Nc2ccc(Cl)cc2)cc1[N+](=O)[O-]	-8%	nt	nt	nt	-8%	?	nt	-2%	nt	nt
CC(C)(CS(=O)(=O)[O-])NC(=O)CC[N+](C)(C)CCO	-6%	0%	-1%	4%	42%	?	15%	17%	0	-0.9%
CCOC(=O)Cc1csc(NC(=O)CN2CCN(CC)CC2)n1	-4%	-4%	-19%	-2%	25%	33%	0%	0%	1	-2.6%
CC(C)Sc1ncc(S(=O)(=O)c2ccccc2)c(=O)[nH]1	0%	3%	0%	12%	-2%	4%	-1%	5%	-2	-0.2%
CCOc1ccc(NC(=O)COC(=O)c2ccc3c(c2)OCO3)cc1	-1%	-1%	-5%	nt	4%	26%	?	-6%	3	0.1%
Cc1cc(C#N)c(C)n1-c1cc(C(F)(F)F)ccc1N1CCOCC1	1%	0%	-17%	9%	-1%	-2%	-16%	4%	?	0.0%
CCOc1ccc2nc(SCC3CC3(Cl)Cl)[nH]c2c1 (stereo not given)	1%	9%	?	-7%	?	-1%	?	1%	?	-0.6%
CCc1ccc(C2C(C#N)=C(N)OC3=C2C(=O)CCC3)s1 (stereo not given)	0%	-1%	0%	-5%	-1%	4%	2%	0%	2	0.2%
N#CC1=C(N)Oc2cc(N)ccc2C1c1ccc(F)cc1 (stereo not given)	-9%	0%	-8%	2%	-71%	-18%	?	5%	-1	0.1%
CCCCN(C(=O)CSCC(=O)Nc1ccc(OC)cc1)c1c(N)n(CCC)c(=O)[nH]c1=O	0%	0%	0%	nt	-1%	7%	-4%	-2%	-1	0.0%
O=C(COc1ccc(S(=O)(=O)N2CCOCC2)cc1)NC1CCCC1	nt	3%	-6%	-5%	-7%	4%	0%	nt	0	0.4%
O=C(CCC(=O)Nc1cccc([N+](=O)[O-])c1)NCc1ccccc1	-2%	6%	-5%	-6%	4%	-18%	15%	-1%	0	3.0%
Cc1ccc(N(Cc2ccccc2)C(=O)Cc2ccc(S(=O)(=O)N3CCOCC3)s2)cc1	2%	6%	6%	nt	-24%	31%	24%	0%	?	0.0%
O=C(NC(Cc1c[nH]c2ccccc12)c1nnc2n1CCCCC2)c1ccc(Cl)cc1 (stereo not given)	-6%	6%	-8%	-1%	-29%	3%	-27%	2%	-1	-0.7%
Cc1nc(NS(=O)(=O)c2ccccc2)sc1NC(=O)OCCN(C)C	-3%	-9%	?	4%	-18%	0%	24%	-4%	-10	-0.4%
O=C(CN1C(=O)NC2(CCCCCC2)C1=O)c1ccc(OC(F)F)cc1OC(F)F	-3%	3%	-3%	nt	-45%	1%	-13%	3%	4	-0.3%
Cc1ccc2c(c1)nnc1nnc(SCC(=O)O)n12	-12%	-2%	2%	-10%	2%	6%	0%	-36%	-3	-0.2%
Cc1nn(CCCC(=O)NCc2ccccc2)c(=O)c2nn(-c3ccccc3)c(C)c12	0%	11%	6%	34%[activator]	6%	?	-13%	5%	-4	0.0%
CCOC(=O)COc1cc(N2C(=O)CSCC2=O)c(Cl)cc1Cl	-1%	0%	-6%	-1%	11%	14%	-1%	2%	5	-0.6%
CCOC(=O)NC(=O)CSc1nnc(C)s1	-4%	-7%	-7%	-1%	-3%	4%	12%	nt	3	0.0%

Looked up above.
Cc1ccc(S(=O)(=O)CCC(=O)OCn2nnc3ccccc3c2=O)cc1 – MLL CXXC-DNA inh: 29%
O=C(CCC(=O)Nc1cccc([N+](=O)[O-])c1)NCc1ccccc1 – MLL CXXC-DNA inh: -6%
